Screens as filed in PubChem BioAssay.
Yeast superoxide: reduction of superoxide in aged yeast, primary screen, HTS | superoxide response (% of plate mean), % at 10 µM | hit rate 0.18% among 330,000 | AID 2690, 2010 | S. cerevisiae aged cells, superoxide DHE fluorescence; stronger effect = lower value;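 active means superoxide response under a set limit, about three screen SD below normal, cut at about 65% in these data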;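 further: yeast aged for seven days with compound at 30 °C before DHE staining; 100% = average MFI of all compound-treated wells on the plate with controls excluded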
PP1 counter: PP1-alpha phosphatase inhibitors, primary screen, counter-screen for PP5 inhibitor project, biochemical, fluorescence, OMFP substrate, single point. Serine/threonine-protein phosphatase PP1-alpha catalytic subunit (Homo sapiens), P62136. purified PP1alpha. inhibition, % at 6.7 µM. hit rate 0.9% among 320,000. AID 2235, 2010;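 active means inhibition above the mean inhibition of all tested compounds plus 3 SD, computed separately for each screening campaign, cut at about 15% in these data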
Target sequence (P62136 whole entry, looked up): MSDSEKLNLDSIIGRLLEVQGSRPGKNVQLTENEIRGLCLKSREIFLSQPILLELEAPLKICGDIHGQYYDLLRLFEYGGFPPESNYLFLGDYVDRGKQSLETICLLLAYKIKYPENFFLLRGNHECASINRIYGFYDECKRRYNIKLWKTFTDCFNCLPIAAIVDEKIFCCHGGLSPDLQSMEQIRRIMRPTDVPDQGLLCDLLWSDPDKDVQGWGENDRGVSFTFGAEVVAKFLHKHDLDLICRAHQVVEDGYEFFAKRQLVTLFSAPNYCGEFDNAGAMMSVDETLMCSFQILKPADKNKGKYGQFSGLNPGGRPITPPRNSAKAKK
Fh CTSL1 inh: Fasciola hepatica cathepsin L1 inhibitors, primary screen, counter-screen for PFM18AAP inhibitor project, biochemical, QFRET, fluorogenic peptide substrate; recombinant F. hepatica cathepsin L1, Z-Leu-Arg-MCA fluorescence; inhibition, % at 5.96 µM; hit rate 0.49% among 300,000; AID 1906, 2009;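 active means inhibition above the mean of all tested compounds plus 3 SD, set per screening campaign, cut at about 17% in these data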;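 further: 0% = plate median of test compound wells and 100% = 1 µM Z-Phe-Ala-diazomethylketone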
ZTA counter: blocks Epstein-Barr virus ZTA, an EBNA-1 counter-screen; ZTA-DNA binding, fluorescence polarization; P03206; inhibition, % at 11 µM; hit rate 0.15% among 320,000; in the data active means inhibition above about 33%
TPT1 inh: Candida albicans TPT1 enzyme inhibitors, primary screen, biochemical, fluorescence polarization | tRNA 2'-phosphotransferase TPT1 (Candida albicans SC5314) | inhibition, % at 5 µM | recombinant caTPT1, FP RNA substrate dephosphorylation | hit rate 0.81% among 300,000;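 active means inhibition above the mean of all tested compounds plus 3 SD, set per screening campaign, cut at about 24% in these data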;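 further: plate controls were DMSO alone for no effect and ferristatin control at 100 nM for full effect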
HCV core dimer: inhibitors of HCV core protein dimerization, primary screen, biochemical, TR-FRET, high-throughput. TR-FRET GST/Flag-core106 dimerization, 1536-well. inhibition, % at 5 µM. hit rate 0.33% among 300,000. AID 1899, 2009;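 active means inhibition above the mean of all tested compounds plus 3 SD, set per screening campaign, cut at about 45% in these data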
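test system = GST/Flag-tagged HCV core106 proteins | probe or stimulus = Eu donor and XL665 acceptor anti-tag antibodies | times = compound-protein-antibody incubation 4 h at 22.5 °C | signal = TR-FRET, excitation 340 nm, emission 617 and 671 nm | measure = percent inhibition of core106 dimerization signal | controls = wells lacking GST-core106 and wells with excess unlabelled core106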
EBNA-1 inh: EBNA-1 DNA-binding inhibitors, primary screen, biochemical, fluorescence polarization. inhibition, % at 14.8 µM. hit rate 0.34% among 300,000. AID 1950, 2009; in the data active means inhibition above about 28%
GASC-1 inh: inhibitors of GASC-1 histone demethylase, primary screen, biochemical, fluorescence, DELFIA europium; inhibition, % at 2.35 µM; GST-JMJD2C(1-420) H3K9me3 demethylation; hit rate 0.069% among 330,000;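 active means more than half of a compound's replicate wells show inhibition beyond 50%, single wells judged on their own value; inconclusive means some, but no more than half, of replicates pass 50% inhibition; inactive means no replicate passes 50% inhibition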;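 further: signal counts dimethyl H3K9 product captured on neutravidin plate; 0% = median of DMSO wells and 100% = 0.3 times that DMSO median; strong numbers were not always called active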
Target sequence (Q9H3R0 1-420 limits assumed): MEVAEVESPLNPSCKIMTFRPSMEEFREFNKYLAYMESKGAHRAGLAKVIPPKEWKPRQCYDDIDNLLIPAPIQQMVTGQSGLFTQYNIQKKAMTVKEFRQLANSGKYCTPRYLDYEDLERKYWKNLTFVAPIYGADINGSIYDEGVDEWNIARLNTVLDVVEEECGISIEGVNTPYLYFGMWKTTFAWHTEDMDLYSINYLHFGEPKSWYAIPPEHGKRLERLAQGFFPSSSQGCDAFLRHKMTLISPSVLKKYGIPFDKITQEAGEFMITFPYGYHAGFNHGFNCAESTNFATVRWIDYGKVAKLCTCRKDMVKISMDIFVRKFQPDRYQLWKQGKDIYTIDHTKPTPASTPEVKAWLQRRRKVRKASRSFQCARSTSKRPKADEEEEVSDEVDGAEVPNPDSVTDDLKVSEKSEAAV
PP5 primary: PP5 phosphatase inhibitors, primary screen, biochemical, fluorescence | Serine/threonine-protein phosphatase 5 (Homo sapiens), P53041 | purified PP5c, OMFP substrate fluorescence | inhibition, % at 6.7 µM | hit rate 0.18% among 320,000;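 active means inhibition above the campaign's mean inhibition across all tested compounds plus 3 SD, cut at about 9.5% in these data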;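 further: 0% = DMSO only and 100% = 100 µM cantharidin control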
* hit, by the source's call; i = inactive; ? = inconclusive; / = not tested or not shown; + = active, no number. Rows are unselected, and some 3.1% of all compounds hit somewhere here.

SMILES	Yeast superoxide	PP1 counter	Fh CTSL1 inh	ZTA counter	TPT1 inh	HCV core dimer	EBNA-1 inh	GASC-1 inh	PP5 primary
CC(C)(C)C(=O)NC(NC(=O)C(C)(C)C)c1ccc([N+](=O)[O-])cc1	117	-1	-2	-6	-4	2	0	1	0.9
Cc1ccc(-c2noc(CN(C(=O)CCCCCN3C(=O)c4ccccc4C3=O)C(C)C)n2)cc1	90	3	1	-3	-6	9	-3	18	2.1
COc1ccc(CN(C)CC(=O)Nc2cccc(S(N)(=O)=O)c2)c(OC)c1OC	104	1	4	8	-3	1	5	7	-0.8
O=C(COc1ccccc1C(=O)c1cnn(-c2ccccc2)c1)Nc1ccc2ccccc2c1	114	0	-1	2	0	-2	-7	0	2.7
Cc1nn(-c2ccccc2)c(-n2cccc2)c1C(=O)O	91	-2	7	-24	-3	-12	-8	2	-1.7
COc1nc(Nc2ccccc2F)nc(OC)n1	109	5	1	17	0	6	6	21	-0.8
Cc1c(Cl)cnc(NC(=O)COC(=O)[C@H](C)NC(=O)c2ccccc2)c1Cl	104	3	/	14	/	/	/	/	4.1
CN(CC(=O)Nc1cccc(F)c1)C(=O)CSc1ccccc1F	99	-4	-1	-14	7	11	-5	-5	0.9
CCOC(=O)C1=C(O)/C(=C/c2cc(OC)c(OC)c(OC)c2)SC1=Nc1ccc(OC)cc1	97	-2	2	17	-9	11	9	-4	0.0
Cc1ccccc1NC(=O)CCCCCN1C(=O)[C@@H]2Cc3ccccc3CN2C1=O	100	-3	-2	-5	-2	-3	-2	?	-0.5
Cc1cccc(-c2cccc(NC(=O)C3CCCN(C(=O)c4csc(C)n4)C3)c2)c1 (stereo not drawn)	109	-1	-3	-6	-4	0	-6	22	2.5
COc1ccc([C@@H]2CC(=O)c3c(O)cc(O[C@@H]4O[C@H](CO[C@@H]5O[C@@H](C)[C@H](O)[C@@H](O)[C@H]5O)[C@@H](O)[C@H](O)[C@H]4O)cc3O2)cc1O	90	4	0	-2	-1	10	10	5	1.5
Cn1cccc1/C=C(\C#N)C(N)=S	86	-3	3	0	4	-4	-4	-23	-1.1
CN(C)S(=O)(=O)c1ccc(C(=O)NCC[N+]2(C)CCCCCC2)o1	108	4	-1	12	-3	9	-8	3	0.4
CSc1ccc(/C=C/C(=O)OCC(=O)N2CCN(S(=O)(=O)c3ccc(C)cc3C)CC2)cc1	81	8	/	0	/	/	/	4	3.7
Cc1ccc2c(c1)N(CCCC(=O)NCc1cccnc1)C(=O)CO2	92	-3	1	-9	1	14	-3	4	-0.1
Cc1ccccc1NC(=O)c1cc2ccccc2o1	102	-4	4	-5	2	6	-7	-5	-1.3
COc1ccc(S(=O)(=O)NN(C)c2ncc(C(F)(F)F)cc2Cl)cc1	101	1	0	7	2	2	2	-24	3.5
CCCCc1cc(=O)oc2c(CN(C)C)c(O)c(Cl)cc12	104	-1	6	-6	16	-2	-2	-3	2.8
COc1ccc(CN2CCN(C(=O)Cn3nc(C)n4cccc4c3=O)CC2)c(OC)c1OC	93	0	-1	-19	-5	0	0	-4	1.2
CCN(CCn1cccn1)Cc1cn[nH]c1-c1cccc2ccccc12	101	-3	-2	-14	-1	3	1	14	2.7
O=C(NCc1ccc(F)cc1)c1cc(S(=O)(=O)N2CCCCC2)c[nH]1	102	-1	-1	-3	-7	-4	10	i	1.6
COc1ccc(NC(=O)CN(C)C(=O)c2ccc(NS(=O)(=O)c3ccc4[nH]c(=O)[nH]c4c3)cc2)cc1	95	-4	0	6	-1	2	-2	3	-0.3
CCOC(=S)SCC(=O)Nc1nc(-c2ccc(Br)cc2)cs1	98	8	5	-3	0	5	6	-23	4.8
CC1=[N+](C)c2ccc3ccccc3c2C1(C)C	102	-3	0	+	2	-11	1	-9	3.1
CCCCn1c(=O)[nH]c(=O)c2c1nc(-c1ccc(C#N)cc1)n2C1CCCC1	114	10	3	12	1	58*	3	?	0.9
O=C(O)[C@@H]1CCCN(S(=O)(=O)c2cccc3cccnc23)C1	100	-6	/	-7	/	/	/	6	0.3
Cc1cc(C)c(C#N)c(SCc2cn3c(C)cccc3n2)n1	85	0	-7	-15	0	3	5	-3	-0.3

Grouped by structure, the compounds so far with two or more sulfur atoms.
SMILES	Yeast superoxide	PP1 counter	Fh CTSL1 inh	ZTA counter	TPT1 inh	HCV core dimer	EBNA-1 inh	GASC-1 inh	PP5 primary
CSc1ccc(/C=C/C(=O)OCC(=O)N2CCN(S(=O)(=O)c3ccc(C)cc3C)CC2)cc1	81	8	/	0	/	/	/	4	3.7
CCOC(=S)SCC(=O)Nc1nc(-c2ccc(Br)cc2)cs1	98	8	5	-3	0	5	6	-23	4.8

Laid out differently: 2 of the compounds above.
SMILES | Yeast superoxide | PP1 counter | Fh CTSL1 inh | ZTA counter | TPT1 inh | HCV core dimer | EBNA-1 inh | GASC-1 inh | PP5 primary
Cc1ccccc1NC(=O)c1cc2ccccc2o1 | 102 | -4 | 4 | -5 | 2 | 6 | -7 | -5 | -1.3
COc1ccc(S(=O)(=O)NN(C)c2ncc(C(F)(F)F)cc2Cl)cc1 | 101 | 1 | 0 | 7 | 2 | 2 | 2 | -24 | 3.5

Marked active in HCV core dimer, of those listed so far:
Structure | TPT1 inh | HCV core dimer | EBNA-1 inh | GASC-1 inh | PP5 primary
CCCCn1c(=O)[nH]c(=O)c2c1nc(-c1ccc(C#N)cc1)n2C1CCCC1 | 1 | 58* | 3 | ? | 0.9

An excerpt from above in order of formula weight, ascending.
SMILES	Yeast superoxide	PP1 counter	Fh CTSL1 inh	ZTA counter	TPT1 inh	HCV core dimer	EBNA-1 inh	GASC-1 inh	PP5 primary
CC(C)(C)C(=O)NC(NC(=O)C(C)(C)C)c1ccc([N+](=O)[O-])cc1	117	-1	-2	-6	-4	2	0	1	0.9
Cc1ccc2c(c1)N(CCCC(=O)NCc1cccnc1)C(=O)CO2	92	-3	1	-9	1	14	-3	4	-0.1
CCN(CCn1cccn1)Cc1cn[nH]c1-c1cccc2ccccc12	101	-3	-2	-14	-1	3	1	14	2.7
CCOC(=O)C1=C(O)/C(=C/c2cc(OC)c(OC)c(OC)c2)SC1=Nc1ccc(OC)cc1	97	-2	2	17	-9	11	9	-4	0.0
CSc1ccc(/C=C/C(=O)OCC(=O)N2CCN(S(=O)(=O)c3ccc(C)cc3C)CC2)cc1	81	8	/	0	/	/	/	4	3.7
